# ERK EGF block: inhibitors of EGF-stimulated ERK signaling pathway; HEK293-V1b, EGF-stimulated phospho-ERK AlphaScreen; Potency, µM (series often up to 11.5 µM), inactives show at the top dose activity change, negative = inhibition, most hits filed as inhibitors; 130,000 tested, 0.41% active; AID 1454; active = well fitted inhibition curve with a large enough effect; inconclusive = small, poorly fitted or top-dose-only effect, or effect the other way;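 also: plate controls were stimulated vehicle wells for no effect and unstimulated vehicle basal for full effect; nearly all actives have a fitted effect of over 55% in size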
#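 Homogeneous cell-based phospho-ERK assay: HEK293/V1b cells in 1% FBS, compound 30 min then EGF 5 min, AlphaScreen luminescence. Activity normalized between DMSO and 25 nM EGF controls; AC50 from Hill modelling.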
# * hit, by the source's call; ? = inconclusive; [ ] = dose if it differs, or a comment. Potency is read from the fitted curve at half-maximal effect. Not all compounds are listed; rates above refer to the full screens.
SMILES,ERK EGF block
CC(=O)N1C(=O)/C(=C2\SC(=S)N(NC(=O)c3ccc(O)cc3)C2=O)c2ccccc21,4%
CCOC(=O)c1ccccc1NC(=O)Cc1ccccc1OC,12%
CC(C)/C=N/NC(=O)c1cc(Br)ccc1O,4%
O=C1CCc2cc(S(=O)(=O)N3CCC(C(=O)Nc4nccs4)CC3)ccc2N1,-2%
O=C(c1ccccc1Sc1ccccc1[N+](=O)[O-])N1CCCCC1,-24%
O=[N+]([O-])c1ccc(Cl)c(/C=N/n2c(-c3cccnc3)n[nH]c2=S)c1,5%
CC(=O)c1cccc(NC(=O)Nc2cccnc2)c1,8%
CC(C)Oc1ccc(Cc2cnc(=S)[nH]c2N)cc1,-1%
Nc1nnc(-c2ccccc2[N+](=O)[O-])o1,6%
CCn1c(=O)cc(SCC(=O)Nc2ccc(C)cn2)c2ccccc21,1%
CCOC(=O)c1ccc(NC(=O)NCc2ccccc2OC)cc1,-8%
CCCCn1c(NCc2ccc(N(C)C)cc2)nc2ccccc21,?
C=CCn1c(CCC)nc2ccccc21,-8%
COC(=O)c1c(NC(=O)C2COc3ccccc3O2)sc2c1CCN(C(C)=O)C2 (configuration not stated),-1%
CC(C)n1cc(CN2CCCC(CO)(Cc3cccc(Cl)c3)C2)cn1 (configuration not stated),-44%
COc1ncccc1C(=O)N1CCCC(C(=O)c2cccc(OC(C)C)c2)C1 (configuration not stated),6%
Oc1oc(-c2ccccc2)nc1/C=N/c1ccccn1,4%
CCN(CC)C(=O)CCCc1c[nH]c2ccccc12,-9%
C=CCc1ccc(OCCOCCOc2cccc3cccnc23)c(OC)c1,3%
CCOc1ccc2nc3sc(C(=O)N4CCOCC4)c(N)c3cc2c1,0%
Cc1ccc(NC(=S)NCc2ccc3c(c2)OCO3)cc1,3%
CC(=O)NCCC(=O)N1CCCC(CNC(=O)c2ccc(-c3ccccc3)cc2)C1 (configuration not stated),4%
COc1cccc(NC(=S)Nc2cc(C(=O)O)ccc2N2CC3CC(C2)c2cccc(=O)n2C3)c1 (configuration not stated),4%
O=C(NC(=S)Nc1ccc(CN2CCOCC2)cc1)c1ccc(-c2ccc(Br)cc2)o1,5%[57.5 µM]
COC(=O)C1C(=O)c2c(C)noc2CC1(C)C (configuration not stated),5%
O=C(N/N=C/c1ccco1)C(O)c1ccccc1 (configuration not stated),2%[57.5 µM]
Cc1cc(C)nc(SCC(=O)Nc2ccnc3ccccc23)n1,6%
COc1ccc(OCC(Cn2cnc3ccccc32)OC(C)=O)cc1 (configuration not stated),-3%
NC(=O)C1CC(=O)N(c2ccc(OCc3c(Cl)cccc3Cl)cc2)C1 (configuration not stated),25%
CCOC(=O)c1c(NC(C)=O)no[n+]1[O-],0%
COC(=O)c1nnc(C(=O)N(C)Cc2ccccc2)c2[nH]c3ccccc3c12,0%
COc1ccccc1-n1cc(CN2CCCC(CO)(Cc3cccc(Cl)c3)C2)cn1 (configuration not stated),-7%
CCCC(=O)NCCc1nc2cc([N+](=O)[O-])ccc2n1C,1%
Cc1ccc(S(N)(=O)=O)c(C)c1-n1cnnn1,-10%
CCOC(=O)CCCNC(=O)COC(=O)c1cc(C)cc(C)c1,2%
COc1ccc(/C=N/NC(=O)CCc2n[nH]c(=O)[nH]c2=O)cc1O,-2%
COc1ccc(OC)c(NC(=O)Nc2cc(C(=O)O)ccc2C)c1,?
O=C(Oc1ccccc1C(=O)O)c1ccccc1O,2%
COc1ccc(-c2c(C)n([O-])c3c([n+]2=O)CCCC3)cc1OC,-4%
Cc1nn(C)cc1CN(C)C(=O)c1nn2c(c1Br)NC(c1cccs1)CC2C(F)(F)F (configuration not stated),6%
C=CCO[C@@H](Cn1ccnc1)c1ccc(Cl)cc1Cl,-4%[25.7 µM]
CCCc1nnc(NC(=O)NCCN2C(=O)C3C4C=CC(C4)C3C2=O)s1 (configuration not stated),11%
Nc1cccc(C(=O)Nc2ccc3nc(-c4cccnc4)[nH]c3c2)c1,13%
CCOC(=O)c1nn(-c2ccc(F)cc2)c2nc(-c3ccccc3)c(C#N)c(=O)n12,7%
O=C(c1csnn1)N1CCC[C@@]2(CCN(Cc3nccs3)C2)C1,-2%
NS(=O)(=O)c1cc([C@@]2(O)NC(=O)c3ccccc32)ccc1Cl,-3%[25.7 µM]
CCCc1nnc2c(N(C)S(=O)(=O)c3ccc(C)cc3)nc3ccccc3n12,1%
CC(=O)c1cccc(N2C(=O)C3C(C(=O)Nc4cc(C)on4)C4(C)C=CC3(O4)C2C(=O)NC(C)(C)C)c1 (configuration not stated),0%
Cc1nc(NC(=O)/C=C/c2ccc(F)cc2)sc1C(=O)N(C)C,-3%
Cc1ccc(C(F)(F)F)cc1NC(N)=S,5%

# Following part:
SMILES,ERK EGF block
O=C1c2ccccc2C(=O)N1CCC(O)C[N+](=O)[O-] (configuration not stated),-11%
CCOC(=O)C1(Cc2ccccc2)CCN(Cc2cc(=O)c3ccccc3[nH]2)CC1,-6%
COC(=O)C(C)Sc1nc(N)c(NC(=O)c2ccco2)c(=O)[nH]1 (configuration not stated),-9%[57.5 µM]
Cc1cc(N2C(=O)C=CC2=O)c([N+](=O)[O-])cc1C,-5%
COc1ccc(C(=O)Nc2nc3c(s2)CCCC3)cc1S(=O)(=O)N1CCCc2ccccc21,7%
O=C(Cc1cccs1)N/N=C/C=C/c1ccco1,-7%
COC(=O)c1sccc1-c1ccc(C(N)=O)o1,-6%
CCN1/C(=C2\C(=O)N(C)C(=S)N2C)C=Cc2cc(OC)ccc21,2%
CCCc1nc2ccccc2n1CCc1ccccc1,8%
COC(/C=C/Nc1ccc(Cl)cc1)=C(C#N)C#N,-2%
CNc1cc(NS(=O)(=O)c2ccc(N)cc2)nc(NC)n1,-5%
COc1ccc(NC(=O)c2ccc(-c3ccc(-c4noc(C)n4)cc3C)cc2)cc1OCCN(C)C,-6%
O=C(NNC(=O)c1cccnc1SCc1cccc([N+](=O)[O-])c1)c1ccccn1,-9%
NC(=O)Nc1ccc(C(=O)OCC(=O)Nc2ccc(Cl)cn2)cc1,15%[57.5 µM]
Brc1ccc(-c2nnc3ccc(Nc4ccccc4)nn23)cc1,-1%
O=[N+]([O-])c1cc(C=Nc2ccc3ccccc3c2)ccc1Br,?
CCN(CC)C(=O)Oc1ccc2cc(Br)ccc2c1,4%
CN(c1ccccc1)S(=O)(=O)c1ccc(C(=O)N2CCc3ccccc3C2)cc1,1%
COc1c(O)c(O)c2oc(-c3ccccc3)cc(=O)c2c1OC,-6%[57.5 µM]
Cc1ccc(NC(=O)c2ccc(OC(=O)COc3cccc(Cl)c3)cc2)cc1,0%
CCc1nc(NCc2ccco2)c2oc3ccccc3c2n1,10%[57.5 µM]
CCN1C(=O)/C(=C/C=C2/Sc3ccc4ccccc4c3N2CCO)SC1=S,2%
Cc1cc(C(=O)NNc2ccccc2F)no1,11%[57.5 µM]
COc1ccc(CNC(=O)CN(Cc2ccc(F)cc2)C(=O)c2csnn2)cc1,-17%
COc1cccc(NC(=S)N(CCCN2CCCC(C)C2)Cc2cccs2)c1 (configuration not stated),0%
c1ccc(-c2noc(CCC3CCCC3)n2)cc1,-15%
O=C(CN1CCOCC1)Nc1ncc(Cc2cccc(Cl)c2Cl)s1,1%
COc1cccc(N=C(N)N=C(N)N)c1,5%[57.5 µM]
CCOC(=O)c1ccc(NC(=S)Nc2cccc(C)n2)cc1,4%
O=C(NCc1ccccc1)c1ccc(Cl)cc1,-8%[57.5 µM]

# In the list so far, 17 contain an aryl methoxy group:
SMILES,ERK EGF block
CCOC(=O)c1ccccc1NC(=O)Cc1ccccc1OC,12%
CCOC(=O)c1ccc(NC(=O)NCc2ccccc2OC)cc1,-8%
COc1ncccc1C(=O)N1CCCC(C(=O)c2cccc(OC(C)C)c2)C1 (configuration not stated),6%
C=CCc1ccc(OCCOCCOc2cccc3cccnc23)c(OC)c1,3%
COc1cccc(NC(=S)Nc2cc(C(=O)O)ccc2N2CC3CC(C2)c2cccc(=O)n2C3)c1 (configuration not stated),4%
COc1ccc(OCC(Cn2cnc3ccccc32)OC(C)=O)cc1 (configuration not stated),-3%
COc1ccccc1-n1cc(CN2CCCC(CO)(Cc3cccc(Cl)c3)C2)cn1 (configuration not stated),-7%
COc1ccc(/C=N/NC(=O)CCc2n[nH]c(=O)[nH]c2=O)cc1O,-2%
COc1ccc(OC)c(NC(=O)Nc2cc(C(=O)O)ccc2C)c1,?
COc1ccc(-c2c(C)n([O-])c3c([n+]2=O)CCCC3)cc1OC,-4%
COc1ccc(C(=O)Nc2nc3c(s2)CCCC3)cc1S(=O)(=O)N1CCCc2ccccc21,7%
CCN1/C(=C2\C(=O)N(C)C(=S)N2C)C=Cc2cc(OC)ccc21,2%
COc1ccc(NC(=O)c2ccc(-c3ccc(-c4noc(C)n4)cc3C)cc2)cc1OCCN(C)C,-6%
COc1c(O)c(O)c2oc(-c3ccccc3)cc(=O)c2c1OC,-6%[57.5 µM]
COc1ccc(CNC(=O)CN(Cc2ccc(F)cc2)C(=O)c2csnn2)cc1,-17%
COc1cccc(NC(=S)N(CCCN2CCCC(C)C2)Cc2cccs2)c1 (configuration not stated),0%
COc1cccc(N=C(N)N=C(N)N)c1,5%[57.5 µM]

# Remaining list, next part
SMILES,ERK EGF block
CCCCn1c(Cc2ccccc2)nnc1SCC(=O)N1CCOCC1,4%
O=C(/C=C/c1ccc(Cl)cc1)NC1CCS(=O)(=O)C1 (configuration not stated),-1%
Cc1ccccc1OCc1nc2ccccc2c(=O)n1NC(=O)c1ccco1,3%
Cc1ccc(C(=O)CNc2ccc(Cl)cc2)cc1,5%
CN(C)c1ccc(C2Nc3ccccc3C(=O)N2CCCN2CCOCC2)cc1 (configuration not stated),-6%[57.5 µM]
CC(C)N(C(=O)CSc1nc2ccccc2n1Cc1ccccc1)C(C)C,-2%
O=S(=O)(/N=C(/Nc1ccccc1)C(F)(F)F)c1ccccc1,-7%
CCOC(=O)c1c(NC(=O)CSC(=S)N(C)C)sc(C)c1C,6%
Cc1cc(C)cc(NC(=O)Nc2ccccc2N2CCCCC2)c1,6%[57.5 µM]
CC(=O)Nc1ccc(S(=O)(=O)N(Cc2ccccc2)c2ccccc2F)cc1,-8%
COc1ccc(-c2cnnc(N/N=C/c3ccc(O)c(O)c3)n2)cc1,?
CC(=O)N(C)N1c2ccccc2CCc2ccccc21,-12%
COc1ccc(C(=O)NCC(=O)N/N=C/C(C)=C/c2ccco2)cc1OC,10%
Cc1ccc(-c2nc(N)sc2CC(=O)OCC(=O)NCCC(C)C)cc1,-2%
O=C(Nc1ccncc1)Nc1ccncc1,26%
Cc1ccc(-n2nnnc2SCC(=O)Nc2ccc3c(c2)OCCO3)cc1C,3%
COc1ccc(OC)c(S(=O)(=O)Nc2cc(C(=O)O)ccc2N2CC3CC(C2)c2cccc(=O)n2C3)c1 (configuration not stated),-8%
CC(C)N(Cc1cc2ccccc2[nH]c1=O)C(=O)c1ccco1,0%
Cc1ccc(NC(=O)CN(C)C(=O)C2COc3ccccc3O2)cc1 (configuration not stated),0%
CN1CCN(C(=S)Nc2cc(S(=O)(=O)N3CCOCC3)ccc2Cl)CC1,-2%
O=C1NCCc2c1[nH]c1ccccc21,13%[57.5 µM]
Cc1nc(CN(C)C(=O)c2ccccc2OC2CCN(S(C)(=O)=O)CC2)cs1,-1%
Nc1ncnc(Nc2ccc(F)c(Cl)c2)n1,?
Cn1nnnc1SCc1nc2scc(-c3ccc(Cl)cc3)c2c(=O)[nH]1,-17%[57.5 µM]
COc1ccccc1OCCNc1cc(N2CCCCC2)ccc1[N+](=O)[O-],16%
Nc1nnc(COc2ccccc2)s1,-11%
CCOCC(=O)Nc1cc(C(=O)Nc2ccc(F)cc2)ccc1Cl,-5%
CCC(=O)N(Cc1ccco1)c1nc(-c2ccc(OC)cc2)cs1,-5%
COc1cc(O)c2c(=O)cc(-c3ccccc3)oc2c1,8%
CCN(Cc1ccccc1)C(=O)CN1C(=S)NC(C)(C)CC1C (configuration not stated),1%
O=C(CSCc1ccccc1Br)N/N=C/c1ccc2c(c1)OCO2,2%
C/C(=C\c1ccc(C)o1)C(=O)c1c(C)cc(C)[nH]c1=O,3%
COc1ccc(CCNC(=O)COc2ccc(C)nc2[N+](=O)[O-])cc1,-6%
COc1cc([N+](=O)[O-])ccc1NC(=O)CSc1nc2ccccc2n1-c1ccccc1,?
CC(C)CN(Cc1c(O)ccc2ccccc12)CC(C)C,-10%
CCn1c(Cc2c(C)[nH]c3ccccc23)nnc1SCC(=O)NCc1ccco1,-2%
Cc1nn(-c2ccccc2)c(N)c1C1(O)C(=O)Nc2ccccc21 (configuration not stated),12%[57.5 µM]
CCOC(=O)/C(=C/c1ccc(F)cc1)NC(C)=O,-11%
CC/C(O)=C1\C(=O)CC(C)(C)CC1=NCCc1nc2ccccc2[nH]1,-7%
CCOC(=O)Nc1sc(=S)n(C)c1C,-1%
O=C1OCCC1Sc1nc2ccccc2c(=O)n1Cc1ccccc1 (configuration not stated),6%
CC(=O)Nc1ccc(NC(=O)CSc2nnc(C)c(=O)n2N)cc1,1%[57.5 µM]
CC(C)NC(=S)N/N=C/C1=CCC2CC1C2(C)C (configuration not stated),-9%
CCOC(=O)c1ccc(NC(=O)c2nc[nH]c2C(=O)N[C@@H](C)C(=O)OC(C)(C)C)cc1,-5%[57.5 µM]
O=C(CO/N=C/c1ccc(OC(F)F)cc1)NCc1cccs1,7%
CN(C)S(=O)(=O)c1ccc(Cl)c(C(=O)Nc2cccc([N+](=O)[O-])c2)c1,?
CC1(C)SC(=Nc2ccccc2)N(S(=O)(=O)c2ccccc2)C1=O,7%
CN(C)S(=O)(=O)c1ccc(C(=O)NCC(=O)N/N=C/c2cccs2)cc1,3%
C[C@@]12CCC=C[C@H]1[C@H](c1ccc(/C=C/c3ccccc3)cc1F)N(Cc1ccccc1)C2=O,18%[57.5 µM]
CC(C)(C)c1ccc(C(=O)OCC(=O)Nc2sc3c(c2C#N)CCC3)cc1,0%
CN(C)C(=O)CSc1nc2ccc(N3C(=O)c4ccccc4C3=O)cc2s1,6%[57.5 µM]

# Bioassay records from PubChem BioAssay.
